CRFR2-BP ag = agonists of human CRF-binding protein/CRF-R2 receptor complex; 350,000 tested, 0.46% active; HEK293 CRF-R2/CRF-BP, calcium dye fluorescence (FLIPR); percent of saturating CRF peptide response; activation, % at 13.2 µM;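 active = activation of at least 50%, plus an integration ratio under a set limit after plate pattern correction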;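 also: plate controls were neutral control wells without compound for no effect and CRF at EC100 for full effect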
CRFBP-R2 block = CRF-BP/CRF-R2 complex antagonism; AID 588475; 350,000 tested, 0.59% active; inhibition, % at 11.8 µM; HEK293 CRF-R2/CRF-BP, CRF-induced calcium fluorescence;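 active = inhibition of the ligand-induced calcium signal above about 50% at the single tested concentration, limit read from the data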
Numbers without * were called inactive; i = inactive; & = joins results of further samples. Only part of the results is shown; rates above refer to the full screens.

CRFBP-R2 block	CRFR2-BP ag	SMILES
9	5.1	CO[C@H]1CC[C@@]2(C)[C@@H](CC[C@@H]3[C@@H]2CC[C@@]2(C)[C@H]3C[C@H](C(=O)N[C@@H](CCCN=C(N)N)C(=O)NCC(=O)N[C@@H](CC(=O)O)C(N)=O)O[C@]23CCCO3)C1
0	-0.5	Cc1cccc(NS(=O)(=O)c2cc3c4c(c2)CCN4C(=O)CC3)c1C
6	-4.0	Nc1ccccc1SC(CC(=O)c1ccccc1)c1ccccc1 (centres undefined)
-1	-0.9	c1ccc(-c2cn3nc(-c4ccccc4)sc3n2)cc1
26	3.9	CC(C)[C@H](CN1CCC[C@H]1CN1C(N)=NC[C@@H]1Cc1ccccc1)N1C[C@@H](Cc2ccccc2)N(CCc2ccc(Cl)c(Cl)c2)C1=N
-6	0.3	COc1cc(OC)cc(-c2c(C#Cc3ccsc3)c3cc(-c4ccc(C(N)=O)cc4)ccc3n2C)c1
3	6.8	CCC(=O)N1CCN(C(=O)c2ccccc2)CC1
12	0.5	Cn1c(N)c(C(=O)COC(=O)c2ccccc2C(=O)c2ccc(Cl)c([N+](=O)[O-])c2)c(=O)n(C)c1=O
-48	3.6	C#CCOCCOCCOCCNc1nc(N2CCN(C(=O)CCCCCCCCCCNC(=O)[C@H](CCCCN)n3cc(C[C@@H](C)CC)nn3)CC2)nc(N2CCN(C(=O)CCCCCCCCCCNC(=O)[C@H](CCCN=C(N)N)n3cc(C[C@@H](C)CC)nn3)CC2)n1
-47	3.5	COc1ccc2cc1Oc1ccc(cc1)C[C@H]1c3c(cc(OC)c4c3Oc3c(ccc5c3[C@H](C2)N(C)CC5)O4)CCN1C
-22	125*	CC(C)C[C@H]1CN=C(Nc2ccccc2)N1CCc1cccc(F)c1
5	1.5	O=[N+]([O-])c1ccccc1S(=O)(=O)N1CCN(S(=O)(=O)c2ccc3c(c2)OCCO3)CC1
-3	0.3	COc1ccc(OC[C@@H](O)CNC(=O)c2cccc3c2C(=O)c2ccc(-c4ccc(F)cc4OCc4ccccc4)cc2S3(=O)=O)cc1
-9	-2.2	COc1cc(S(C)=O)ccc1-c1nc2ncccc2[nH]1 (centres undefined)
-11	1.5	C[C@H](O)C(=O)C1=Nc2c(nc(N)[nH]c2=O)NC1
-5	-0.7	O=C1OCCN1C(=O)[C@H]1[C@H](c2ccccc2)C(c2cccc(Cl)c2)=NN1c1ccccc1
-3	3.7	COc1ccc(-c2ccc3c(c2)S(=O)(=O)c2cccc(C(=O)NCc4cc(C)oc4C(F)(F)F)c2C3=O)cc1OC
39	-0.1	CCC[C@@H](CN1CCC[C@H]1CN1C(N)=NC[C@@H]1Cc1ccccc1)N1C[C@@H]([C@H](C)CC)N(CCc2ccc(Cl)c(Cl)c2)C1=N
-4	2.8	C[C@@H]1CN([C@@H](C)CO)C(=O)c2cc(NC(=O)Nc3ccccc3)ccc2O[C@H]1CN(C)C(=O)Nc1cccc2ccccc12
10	3.4	CC(C)(C)OC(=O)NCc1ccc(NC(=O)c2nc[nH]c2C(=O)NCCCNC(=O)c2[nH]cnc2C(=O)Nc2ccc(CNC(=O)OC(C)(C)C)cc2)cc1
-9	6.7	CC(C)C[C@@H](CO)N(Cc1ccccc1)S(=O)(=O)N(Cc1ccccc1)[C@@H](CO)CC(C)C
1	3.2	CCCCCCCNC(=O)C1(CC2CC(c3cccc(Br)c3)=NO2)CCN(C(=O)Cc2ccc(F)cc2)CC1 (centres undefined)
-35	66*	O=C(Nc1cccc(F)c1)c1cc(S(=O)(=O)N2CCOCC2)ccc1N1CCCC1
5	0.5	CC1(c2nnc(Cc3ccccc3)o2)CC(c2ccccc2[N+](=O)[O-])=NO1 (centres undefined)

An excerpt from above in order of number of heavy atoms, ascending.
CRFBP-R2 block	CRFR2-BP ag	SMILES
-35	66*	O=C(Nc1cccc(F)c1)c1cc(S(=O)(=O)N2CCOCC2)ccc1N1CCCC1
1	3.2	CCCCCCCNC(=O)C1(CC2CC(c3cccc(Br)c3)=NO2)CCN(C(=O)Cc2ccc(F)cc2)CC1 (centres undefined)
-4	2.8	C[C@@H]1CN([C@@H](C)CO)C(=O)c2cc(NC(=O)Nc3ccccc3)ccc2O[C@H]1CN(C)C(=O)Nc1cccc2ccccc12

The list goes on:
CRFBP-R2 block	CRFR2-BP ag	SMILES
16&21	2.9&4.2	CC(=O)O[C@H]1C[C@@]2(C)[C@@H](C[C@@H](O)[C@H]3[C@@]4(C)CC[C@@H](O)[C@@H](C)[C@@H]4CC[C@@]32C)/C1=C(\CCC=C(C)C)C(=O)O
-6	1.3	Nc1ccc2c(c1)Cc1c(F)cccc1-2
70*	0.1	O=C(Nc1ccccc1)Nc1ccc(O)c2ccccc12
-6	0.1	COc1ccc(C2=Nn3c(nnc3-c3ccccc3OC)SC2)cc1OC1CCCC1
10	-0.3	CC[C@]1(C(=O)OC)[C@H]2C(=O)N(Cc3ccccc3)C(=O)[C@H]2[C@H]2CN=C(SCc3ccc(Cl)cc3)N21
8	-1.3	C=CC(=O)Nc1cccc(CN2C(=O)N(c3cc(OC)cc(OC)c3)Cc3cnc(NCCCCN(CC)CC)nc32)c1
-1	-0.1	CN1C[C@@H]2[C@@H]3C(=O)N(C)C(=O)[C@@H]3[C@](C)(C1=O)N2C(=O)c1ccccc1
-17	1.9	COc1cccc(-c2sc3ccccc3c2-c2ccc(OCCN3CCCCC3)cc2)c1
0	0.8	CC[N+](CC)(CC)CCOc1ccc(/C=C/c2ccccc2)cc1
i	i	CC(C)NC[C@H](O)COc1ccc(CC(N)=O)cc1
3	-2.4	CC(=O)Oc1ccc(C#C/C=C2\c3ccccc3C(=O)N2c2ccccc2)cc1
2	-2.8	Nc1ncnc2c1ncn2[C@@H]1O[C@H](CNC(=O)[C@@H](N)COCc2ccccc2)[C@@H](O)[C@H]1O
-17	-0.9	CC(C)(C)NC[C@@H](O)COc1cccc2c1CCCC2=O
16	-1.9	O=C(CSc1nc2nn(-c3ccccc3)c(=O)c-2c2n1CCCCC2)c1ccc(O)c(O)c1
33	-0.6	COc1ccc(C(=O)c2ccccc2O)c(O)c1
10	-1.4	CS(=O)(=O)c1ccc(C(=O)OCC(=O)Nc2cccnc2Cl)cc1[N+](=O)[O-]

Some of the entries so far, field by field.
Compound: C[C@H](O)C(=O)C1=Nc2c(nc(N)[nH]c2=O)NC1
- CRFBP-R2 block: -11
- CRFR2-BP ag: 1.5
Compound: Cc1cccc(NS(=O)(=O)c2cc3c4c(c2)CCN4C(=O)CC3)c1C
- CRFBP-R2 block: 0
- CRFR2-BP ag: -0.5
Compound: CC[C@]1(C(=O)OC)[C@H]2C(=O)N(Cc3ccccc3)C(=O)[C@H]2[C@H]2CN=C(SCc3ccc(Cl)cc3)N21
- CRFBP-R2 block: 10
- CRFR2-BP ag: -0.3

Carrying on:
CRFBP-R2 block	CRFR2-BP ag	SMILES
-9	1.8	O=C(Nc1ccc(C(=O)N2CCC(N3CCCC3)CC2)cc1)c1ccc(Br)o1
1	0.1	CNC(=O)c1c(I)c(C(=O)NCC(=O)Nc2c(I)c(C(=O)O)c(I)c(C(=O)NCCO)c2I)c(I)c(N(C)C(C)=O)c1I
2	-0.3	CC(C)(C)OC(=O)NCc1ccc(CNC(=O)c2[nH]cnc2C(=O)NC2CCN(C(=O)OC(C)(C)C)CC2)cc1
4	0.1	C[C@H](CO)N1C[C@H](C)[C@@H](CN(C)CC2CCCCC2)Oc2c(NS(=O)(=O)c3cccs3)cccc2C1=O
3	1.2	COc1cccc2sc(N3CCN(C(=O)c4ccc([N+](=O)[O-])o4)CC3)nc12
-4	-0.3	O=S(=O)(c1cccc(C(F)(F)F)c1)N1CCN(S(=O)(=O)c2ccc3c(c2)OCCO3)CC1
25	-0.4	COc1ccc(-c2csc(NC(=O)c3ccc(C(C)(C)C)cc3)c2C(=O)O)cc1
-1	5.1	C#CCOCCOCCOCCNc1nc(N2CCN(C(=O)CCCCCCCCCCNC(=O)Cn3cc(CCCCCN)nn3)CC2)nc(N2CCN(C(=O)CCCCCCCCCCNC(=O)[C@@H](CCC(=O)O)n3cc(CCCCCN)nn3)CC2)n1
0	0.3	C=CC(=O)Nc1ccc(Nc2ccnc(Nc3ccc(N4CCN(C)CC4)cc3)n2)cc1
0	2.5	C[C@@]12C(=O)Nc3cc(Cl)ccc3C(=O)N1[C@H]1c3ccccc3OC[C@@H]1[C@@H]2c1ccccc1
-126	33	C#CCOCCOCCOCCNc1nc(N2CCN(C(=O)CCCCCCCCCCNC(=O)[C@H](CCCCN)n3cc(C)nn3)CC2)nc(N2CCN(C(=O)CCCCCCCCCCNC(=O)[C@H](CCCN=C(N)N)n3cc(C[C@@H](C)CC)nn3)CC2)n1
33	0.8	O=C1[C@H]2CCC=C[C@H]2[C@H](c2cccc(Br)c2)N1Cc1ccccc1
0	0.0	CC(C)(C)OC(=O)[C@H](CCCCN)NC(=O)c1[nH]cnc1C(=O)N[C@@H](Cc1ccccc1)C(=O)OCc1ccccc1
-4	-0.1	CN1OC[C@@H]2CN[C@H](c3ccc(-c4cc5ccccc5o4)cc3)C[C@@H]21
19	3.0	CC(C)Nc1ccccc1
4	-0.7	COc1ccc2cc(C(C)C(=O)O)ccc2c1 (centres undefined)
-2	-0.3	Nc1ncnc2c1ncn2[C@@H]1O[C@H](CNCc2cccn2-c2nccs2)[C@@H](O)[C@H]1O
6	0.1	CCN(CC)CCOC(=O)C1(c2ccc([N+](=O)[O-])cc2)CCCC1
-2	-1.8	C=C1[C@@H](O)[C@@H]2O[C@]3(CC[C@H](/C=C/[C@@H](C)[C@@H]4CC(C)=CC5(O[C@H](C[C@@](C)(O)C(=O)OC)CC[C@H]5O)O4)O3)CC[C@H]2O[C@@H]1[C@@H](O)C[C@H](C)[C@H]1OC2(CCCCO2)CC[C@H]1C (some centres undefined)
-189	76*	C#CCOCCOCCOCCNc1nc(N2CCN(C(=O)CCCCCCCCCCNC(=O)[C@H]([C@@H](C)CC)n3cc(CCCCN=C(N)N)nn3)CC2)nc(N2CCN(C(=O)CCCCCCCCCCNC(=O)[C@H](CO)n3cc(CCCCCN)nn3)CC2)n1
3	4.4	Nc1ncnc2c1ncn2[C@@H]1O[C@H](CNCc2ccc(-n3cccn3)cc2)[C@@H](O)[C@H]1O
2	-0.2	CNC[C@@H]1Oc2ccc(NS(=O)(=O)c3ccc(OC)cc3)cc2CC(=O)N([C@H](C)CO)C[C@@H]1C
-2	0.1	CCCN(CC(=O)Nc1ccccc1C)C(=O)c1ccc(-c2ccc(C(C)=O)cc2)o1
-6	0.8	C=CC(=O)Nc1ccc(CN2C(=O)N(c3c(Cl)c(OC)cc(OC)c3Cl)Cc3cnc(NCCCCN(CC)CC)nc32)cc1
-10	-0.6	Cc1cn([C@@H](CCCCNC(=O)OC(C)(C)C)C(=O)NCCCCCCCCCCC(=O)N2CCN(C(=O)OC(C)(C)C)CC2)nn1
15	-1.1	O=[N+]([O-])c1ccc(CSc2ccc(S(=O)(=O)N3CCCC3)cn2)cc1
-6	1.5	NC(CSC(c1ccccc1)(c1ccccc1)c1cccc2ccccc12)C(=O)O (centres undefined)
-6	2.8	Cc1ccc(S(=O)(=O)Nc2c(O)ccc3ccccc23)cc1
-3	5.1	O=C1C=CC(=Nc2cccc3c2C(=O)c2ccccc2-3)O1
-19	10	Cc1cc(/C=C\c2ccc3cc(N(C)C)ccc3[n+]2C)c(C)n1-c1ccccc1
7	-0.8	C[C@H](Cc1ccccc1)Nc1ncnc2c1ncn2[C@@H]1O[C@H](CO)[C@@H](O)[C@H]1O
-27	73*	O=C(NCc1cc(C(F)(F)F)ccc1Cl)c1cccc2c1C(=O)c1ccc(N3CCC(Cc4ccccc4)CC3)cc1S2(=O)=O
3	-0.6	Cc1ccc(S(=O)(=O)NC(CC(C)C)C(=O)NCC(c2ccco2)N2CCCCC2)cc1 (centres undefined)
-189	149*	C#CCOCCOCCOCCNc1nc(N2CCN(C(=O)CCCCCCCCCCNC(=O)[C@@H](CCC(=O)O)n3cc(CCCCCN)nn3)CC2)nc(N2CCN(C(=O)CCCCCCCCCCNC(=O)[C@H](CCCCN)n3cc(C[C@@H](C)CC)nn3)CC2)n1
-15	-0.2	CCn1c(C)cc(C(=O)COC(=O)c2ccccc2[N+](=O)[O-])c1C
-1	1.5	CCC(CO)Oc1cc(NCc2cccc(Cl)c2)c2ncn(C(C)C)c2c1 (centres undefined)
11	-1.2	O=C(C[C@H]1C[C@H](C(=O)N2CCCCC2)[C@@]2(CCc3ccccc3)c3[nH]c4ccc(Cl)cc4c3CCN2C1=O)NCCc1ccccn1
-5	3.2	CC(C)(C)NC(=O)C(c1ccc(-c2ccccc2)cc1)N(C[C@H]1CC[C@@H]([C@@H]2CC[C@H](CO)O2)O1)C(=O)c1ccc(-c2ccccc2)cc1 (some centres undefined)
-9	-1.0	CC1CCN(c2nc3c(c(=O)[nH]c(=O)n3C)n2CCSc2ncccn2)CC1
-5	6.6	COC(=O)C1=C(C)N(Cc2ccccc2)C(=NCC(C)C)N[C@H]1c1cccc(C(F)(F)F)c1
0	-1.8	COCCn1c(SC(C)C(=O)NC2CCCCC2C)nc2ccccc2c1=O (centres undefined)
-16	0.5	O=Nc1c(O)ccc2cc(S(=O)(=O)O)ccc12
-6	5.9	O=[N+]([O-])c1ccc(S(=O)(=O)c2cccc(C(F)(F)F)c2)nc1
4	6.9	COc1ccc(-c2ccc3c(c2)S(=O)(=O)c2cccc(C(=O)NC4CCCCC4)c2C3=O)cc1OC
-9	0.2	CC(C)C[C@H](NC(=O)c1nc[nH]c1C(=O)N[C@@H](CCCCN)C(=O)OC(C)(C)C)C(=O)OC(C)(C)C
-9	-0.3	CC(C)CC1Nc2ncnc(N3CCCCC3)c2N(Cc2ccccc2)C1=O (centres undefined)
-1	0.0	CN(Cc1ccccc1F)C(=O)C(Cc1ccccc1)NC(=O)c1ccccc1 (centres undefined)

Bioassay records: PubChem BioAssay, Sanford-Burnham Center for Chemical Genomics
